Assay outcomes deposited in PubChem by several laboratories.
S1P3 agonist = agonists of human S1P3 receptor | Q99500 | S1P3 NFAT-BLA reporter cells, agonism, FRET ratio; relative to 1 µM S1P, basal subtracted | activation, % at 4.5 µM | hit rate 0.1% among 60,000 | AID 373;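 active means activation above the screen-wide mean plus 3 SD, cut at about 4.5% in these data, passing the limit was not always enough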; further: some compounds called inactive have numbers as strong as hits
Target sequence (Q99500 whole entry, looked up): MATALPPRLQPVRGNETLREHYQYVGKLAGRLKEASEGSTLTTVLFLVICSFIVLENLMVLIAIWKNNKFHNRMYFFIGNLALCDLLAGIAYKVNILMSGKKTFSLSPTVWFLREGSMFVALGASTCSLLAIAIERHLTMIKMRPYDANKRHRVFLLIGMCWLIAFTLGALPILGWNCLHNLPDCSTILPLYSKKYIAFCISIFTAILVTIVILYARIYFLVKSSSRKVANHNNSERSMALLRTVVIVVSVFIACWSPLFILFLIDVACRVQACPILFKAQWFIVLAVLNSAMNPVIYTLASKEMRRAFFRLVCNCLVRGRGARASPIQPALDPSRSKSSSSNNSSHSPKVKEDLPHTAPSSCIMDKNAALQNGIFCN
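Assay system: CHO cells stably expressing human S1P3, Gα16 and NFAT-β-lactamase reporter. Timing: overnight plating, 4 h compound 37 °C, 2 h substrate RT. Signal: β-lactamase FRET emission ratio 460/535 nm. Measure: percent activation versus median 1 µM S1P response, basal-subtracted, per plate. Repeats: primary screen single test, confirmation screen in triplicate.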
RORA act = activators of human nuclear receptor RORA; CHO-K1 Gal4-RORA LBD luciferase reporter, luminescence; percent increase over mock-subtracted basal signal; activation, % at 10 µM; hit rate 1.5% among 65,000;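 active means activation above the mean of all tested compounds plus 3 SD, cut at about 49% in these data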;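 further: 0% = DMSO-treated RORA cells and 100% = added signal equal to DMSO minus mock-transfected cells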
5-HT1A blocker = antagonists of human 5-HT1a serotonin receptor; P08908; CHO 5-HT1a Ga15 NFAT-bla reporter, antagonist mode; inhibition, % at 10 µM; hit rate 0.68% among 62,000;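 active means inhibition above the mean of all tested compounds plus 3 SD, cut at about 43% in these data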;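 further: receptor stimulated by 5-CT agonist at 100 nM near EC80; beta-lactamase reporter measured by ratiometric fluorescence of a cleavable substrate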
S1P1 ag pot = activates or potentiates agonism at human S1P1 receptor; hit rate 0.57% among 56,000; P21453; activation, % at 9.5 µM; S1P1 CRE-bla cells, forskolin, beta-lactamase FRET, potentiator mode; S1P1 agonist co-added at EC20, 2 nM; 100% = saturating reference agonist, 0% = basal;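 active means activation above a cutoff set at the mean activation of all tested compounds plus 3 SD, cut at about 54% in these data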;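 further: forskolin at 4 µM as EC80 and the EC20 agonist is SEW2871; 100% = SEW2871 at its EC100 plus forskolin at EC80; some compounds past the cut are filed as inactive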
tolC growth inh = E. coli tolC mutant growth inhibition; E. coli BW25113 tolC mutant growth, OD615; growth inhibition, % at 10 µM (by protocol); hit rate 2.2% among 65,000;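 active means growth inhibition at or above a cutoff equal to the mean over every tested compound plus 3 SD, cut at about 60% in these data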;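 further: growth measured after 20 h incubation at 37 °C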
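Doses: one dose of 10 µM final / Material: E. coli BW25113 ΔtolC::kan, tolC deletion mutant strain / Buffer or medium: LB with kanamycin 50 µg/mL / Evaluation: percent growth inhibition / Detection: optical density read at 615 nm / Incubation: 37 °C, 20 h exposure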
HTR1E antagonist = antagonists of human 5-HT1E serotonin receptor; P28566; CHO 5-HT1E Ga15 NFAT-bla reporter, FRET, antagonist; inhibition, % at 6 µM; hit rate 0.99% among 65,000;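 active means inhibition above a set limit, the mean inhibition across every tested compound plus 3 SD, cut at about 29% in these data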;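 further: signal is the 460 over 535 nm emission ratio of beta-lactamase substrate; 0% = agonist plus DMSO wells and 100% = wells without agonist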
Target sequence (P28566 whole entry, looked up): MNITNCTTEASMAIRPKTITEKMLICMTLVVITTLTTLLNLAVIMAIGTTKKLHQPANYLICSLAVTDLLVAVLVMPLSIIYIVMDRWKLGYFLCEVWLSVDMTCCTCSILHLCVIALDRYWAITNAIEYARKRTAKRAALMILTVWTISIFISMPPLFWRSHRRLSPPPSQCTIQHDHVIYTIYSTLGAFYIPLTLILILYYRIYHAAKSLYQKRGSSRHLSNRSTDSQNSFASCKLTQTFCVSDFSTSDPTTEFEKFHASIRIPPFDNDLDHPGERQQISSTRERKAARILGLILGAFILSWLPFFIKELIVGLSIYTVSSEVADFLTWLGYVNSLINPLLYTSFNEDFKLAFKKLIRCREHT
SF1 activator = activators of human nuclear receptor SF-1 | Q13285 | CHO-K1 Gal4-SF-1 LBD luciferase reporter; % increase over DMSO SF-1-specific signal | activation, % at 10 µM | hit rate 1.9% among 65,000 | AID 522;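 active means activation above the mean activation of all tested compounds plus 3 SD, cut at about 50% in these data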
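Material: Transient Gal4-SF-1 LBD reporter, CHO-K1 | Input: 4,000 cells/well | Dosing: One dose, 10 µM compound, 1% DMSO | Incubation: 20 h compound treatment, 37 °C | Detection: SteadyLite luciferase luminescence | Evaluation: Percent activation relative to DMSO median and mock-transfected background | Benchmarks: DMSO-treated SF-1-transfected cells as negative, DMSO-treated mock-transfected cells lacking SF-1 as background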
AP ELISA ortho = orthogonal test for alternative complement pathway inhibitors; Human serum alternative complement pathway, LPS-coated ELISA, C3 deposition; tested in compound mixtures; inhibition, % at 5 µM; hit rate 0.08% among 62,000; AID 1235;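 active means inhibition above 30% in each of the two pooled mixtures holding the compound, so the lower value exceeds 30%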;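 further: 0% = serum in Mg-EGTA without compound and 100% = EDTA serum blank; some compounds past the cut are filed as inactive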
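Test system: human serum complement alternative pathway, C3 deposition onto LPS / Medium: Mg2+-EGTA GVB++ buffer containing human serum at 1:15 dilution / Probe or stimulus: Plate-bound LPS / Times: 1 h at 37 °C / Signal: ELISA with HRP anti-human C3 antibody, TMB substrate, absorbance 450 nm / Measure: percent inhibition / Repeats: two pool placements per compound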
5HT1E ag = agonists of human 5-HT1E serotonin receptor | activation, % at 6 µM | CHO 5-HT1E Ga15 NFAT-bla reporter, FRET; 0% DMSO wells, 100% control agonist wells | P28566 | hit rate 0.69% among 65,000;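 active means activation above a set limit, the screen-wide mean activation plus 3 SD, cut at about 8.5% in these data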;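 further: 100% = positive control agonist at 1 µM giving full maximal response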
Starred values were filed as active, the others as inactive; / = no result given.

SMILES | S1P3 agonist | RORA act | 5-HT1A blocker | S1P1 ag pot | tolC growth inh | HTR1E antagonist | SF1 activator | AP ELISA ortho | 5HT1E ag
CCc1ccc(S(=O)(=O)NCc2cn3ccccc3n2)s1 | -1.5 | -22.3 | 2.3 | -12.0 | -24.8 | 6.4 | 0.4 | 12.2 | -0.5
Cc1nnc(NCCc2ccccc2)n(N)c1=O | -0.9 | -15.6 | -4.8 | / | -7.2 | 0.9 | 7.2 | -3.2 | -1.5
O=C(Nc1ccc2c(c1)OCCO2)c1ccc(Br)o1 | -3.3 | 32.9 | / | 22.5 | -1.2 | 9.7 | 58.8* | / | 0.8
O=C(NCc1ccc2c(c1)OCO2)c1cc2c(s1)CSC2 | -1.4 | 26.8 | 1.6 | -12.0 | 26.9 | -9.3 | 12.9 | 12.7 | 0.6
Oc1ccc(-c2[nH]ncc2-c2ccc(Cl)cc2)c(O)c1 | -1.5 | -21.3 | 31.6 | 39.3 | 100.0* | 5.1 | 5.5 | 7.1 | -1.2
CC1CCC(NC(=O)c2ccc(CS(=O)(=O)Cc3ccccc3F)o2)CC1 (centres undefined) | -1.1 | -19.8 | -3.8 | 11.7 | 4.4 | 10.5 | -5.3 | -0.8 | -0.6
CCOC(=O)c1c(NC(=O)COC)sc2c1CCCC2 | 0.4 | -26.9 | -2.5 | / | 13.7 | -7.1 | -15.0 | 2.4 | -0.3
CCC1(CC)C(=O)N=C2c3ccccc3C(=O)N21 | -0.3 | -1.3 | -2.0 | -14.3 | -26.0 | -12.7 | -7.3 | -0.9 | -1.3
CCOC(=O)C1CCN(Cc2coc3ccc(Cl)cc3c2=O)CC1 | -0.9 | -6.6 | 5.0 | 9.2 | -11.2 | -2.9 | -25.8 | 18.7 | 0.8
N#Cc1ccccc1NC(=O)c1ccc(-c2ccccc2Cl)o1 | 0.8 | 21.5 | 9.6 | -20.0 | 8.4 | 1.8 | 5.5 | 14.9 | 0.0
CCCCC(=O)Nc1ccc2c(c1)nc(CCN1CCOCC1)n2C | 0.8 | 7.1 | -2.6 | -0.2 | -31.7 | -2.1 | -4.6 | -1.9 | 1.3
CN(C(=O)c1ccccn1)c1nnc(-c2ccccn2)s1 | 0.1 | 16.1 | -17.3 | -13.9 | -16.4 | -4.2 | 56.6* | -2.8 | 0.1
CC(C)CCN(C)C1CCN(C(=O)Nc2c(F)cccc2F)CC1 | -1.4 | 2.2 | -12.8 | -4.7 | -3.4 | -6.2 | -34.3 | -7.2 | 0.8
C=CCn1c(SCn2nnc3ccccc3c2=O)nnc1-c1ccc(Cl)cc1 | -0.3 | -4.9 | -2.8 | -3.5 | 12.2 | -10.6 | 2.3 | 1.9 | 0.5
O=C(c1ccc(CNc2c(N3CCOCC3)c(=O)c2=O)cc1)N1CC=C(c2ccccc2)CC1 | -0.1 | -12.7 | 4.8 | -20.9 | 4.8 | -8.8 | -9.1 | 0.7 | 0.2
COc1cccc(NC(=O)CCSc2nnc3scc(-c4ccccc4)n23)c1 | / | 8.1 | -16.3 | / | -10.1 | 0.3 | -1.6 | 1.3 | 1.0
COc1ccc(-c2nc(CS(=O)CC(=O)NCc3ccco3)c(C)o2)cc1OC (centres undefined) | 0.2 | 23.6 | 6.2 | -1.4 | -1.9 | 29.2* | 2.9 | 20.5 | 0.0
CC(=O)c1ccc(OC(C)C)c(CN2CCCCC2)c1 | -0.5 | -25.2 | 1.0 | 8.1 | -15.0 | 0.1 | 5.4 | 24.7 | -0.6
Cc1nc(C)n(CC(O)COc2ccc3ccccc3c2)n1 (centres undefined) | -1.5 | 3.7 | 3.8 | 0.1 | -8.9 | 0.6 | 7.1 | 8.3 | -0.8
CSc1sc(C)cc1C1C(C#N)=C(N)N(c2cccnc2)C2=C1C(=O)CCC2 (centres undefined) | -0.3 | 7.5 | 33.5 | 23.8 | -3.8 | 24.6 | -16.7 | 12.5 | 0.1
O=C(c1cc2ccccc2oc1=O)N1CCN(c2ccc(N3CCOCC3)nn2)CC1 | -0.5 | 0.7 | -2.4 | -19.9 | -6.4 | 3.6 | -1.2 | 0.8 | 1.0
CCc1nc2ccccc2n(CCOCCOCCn2c(=O)c(CC)nc3ccccc32)c1=O | 1.3 | 7.7 | 8.6 | 16.3 | -5.5 | -1.4 | -11.8 | 19.8 | -0.1
C=CCc1ccccc1OCC(O)CN1CCN(c2ccc(C)cc2)CC1 (centres undefined) | -1.4 | 2.3 | 73.1* | -7.7 | 45.9 | 5.8 | -2.7 | 11.5 | 0.4
COc1ccc(CN=CC2=C(O)CC(C)(C)CC2=O)cc1 | -0.5 | 25.2 | -5.7 | -31.1 | -12.2 | -17.5 | 2.8 | -2.1 | 1.0
O=C(NCCc1ccc(Cl)cc1)c1ncn[nH]1 | -0.1 | -2.7 | -4.0 | -10.8 | -3.4 | 6.2 | 18.8 | 13.6 | 10.3*

Only tolC growth inh and 5HT1E ag, for some of the entries so far:
Compound | tolC growth inh | 5HT1E ag
O=C(NCCc1ccc(Cl)cc1)c1ncn[nH]1 | -3.4 | 10.3*
CCC1(CC)C(=O)N=C2c3ccccc3C(=O)N21 | -26.0 | -1.3

Remaining list, next part:
SMILES | S1P3 agonist | RORA act | 5-HT1A blocker | S1P1 ag pot | tolC growth inh | HTR1E antagonist | SF1 activator | AP ELISA ortho | 5HT1E ag
CCOC(=O)C1=C(C)NC(=O)NC1c1cc(C)sc1C (centres undefined) | -1.2 | -25.4 | -3.1 | -10.2 | 2.3 | 4.2 | -4.3 | 13.6 | 0.0
CCN1C(=O)C(CC(=O)NCc2ccc(Cl)cc2)N(CC)C1=O (centres undefined) | -0.5 | -15.4 | -3.3 | -26.4 | -18.2 | 2.2 | -1.8 | 19.5 | 1.0
CCOc1ccc(NC(=O)CN2CCN(CC(=O)Nc3ccc4c(c3)OCO4)CC2)cc1 | -1.0 | -15.6 | -0.6 | -5.4 | 3.0 | -8.4 | 4.2 | 6.4 | 0.2
N#Cc1nc(-c2ccco2)oc1N1CCN(c2cccc(Cl)c2)CC1 | -0.4 | 10.0 | 13.2 | 4.8 | 30.7 | 18.3 | 0.2 | 5.7 | -1.0
CN(C)C=Nc1nonc1N | -0.7 | -18.5 | -12.2 | -16.6 | -17.2 | -10.5 | 0.7 | 6.0 | -0.1
O=C(Cn1cccc1C(=O)c1ccccc1)NCc1ccco1 | -0.2 | -9.0 | 8.5 | -7.3 | -3.4 | 1.3 | 8.9 | 6.4 | -0.6
C=CCc1ccccc1OCC(O)Cn1ccnc1C (centres undefined) | -0.3 | -1.6 | -4.4 | 10.5 | -10.5 | 1.3 | 13.6 | 11.5 | -0.6
Clc1cccc(-c2nn3c(-c4cccc(Cl)c4)nnc3s2)c1 | -0.2 | 0.6 | / | -1.0 | 16.4 | -1.4 | -14.6 | / | 0.0
Cc1cc2c(C)nc(-c3ccccc3)nc2o1 | 0.6 | 60.3* | 6.6 | / | -13.1 | -0.9 | 58.0* | 2.6 | -0.6
COc1ccc(OC)c(C2N(c3cc(C)on3)C(=O)C3CCCN32)c1 (centres undefined) | -0.5 | 3.5 | -11.1 | 15.0 | -16.2 | 11.8 | -14.9 | 1.0 | 0.3
CCN(CCCNC(=O)CN1C(=O)COc2ccccc21)c1ccccc1 | / | 5.8 | -8.8 | / | 11.6 | -1.4 | 1.9 | 5.9 | -2.0
CCOC(=O)CNc1c(-c2ccc(Cl)cc2)nc2cnccn12 | 0.1 | 0.3 | 8.5 | -13.9 | 5.0 | 2.8 | -2.6 | 13.0 | 0.2
Cc1cc(NC(=O)Cn2cnc3c(cnn3C(C)(C)C)c2=O)no1 | -0.6 | -5.8 | 2.2 | -4.0 | -5.4 | -3.9 | -3.3 | -6.3 | 0.4
COC(=O)C1=C(N)Oc2cc(C)n(Cc3cccnc3)c(=O)c2C1c1ccc(OC)c(OC)c1 (centres undefined) | -0.1 | 15.9 | -20.0 | -9.1 | -10.8 | -2.5 | 2.0 | 7.0 | 0.3
CCOC(=O)c1nc2sc(C)c(C)c2c(=O)[nH]1 | -1.1 | -23.2 | 10.8 | -10.7 | -12.7 | -6.4 | -23.8 | 9.1 | -1.0
COc1ccc(C)cc1S(=O)(=O)N(CC(=O)N1CCCC1)c1ccccc1 | -0.3 | -1.9 | 5.3 | / | -3.6 | 3.2 | -2.4 | -1.6 | 0.3
COc1ccc(Cn2nnnc2C(C(C)C)N2CCN(c3ccccc3OC)CC2)cc1 (centres undefined) | -1.3 | 13.8 | 18.4 | 30.0 | 13.6 | 1.6 | -7.7 | -17.1 | -1.5
CN(C)S(=O)(=O)c1cccc(C(=O)N(Cc2ccc(F)cc2)Cc2ccco2)c1 | -0.4 | -19.4 | 23.3 | / | 14.2 | -1.2 | -6.4 | 2.9 | -1.3
O=C(O)c1ccc(CN2CCCCC2)o1 | 0.2 | 0.0 | -10.3 | -3.1 | -34.9 | -4.7 | -9.1 | 3.7 | 1.6
O=C1c2sc3nc4c(c(=O)n3c2C(=O)N1c1ccccc1)CCC4 | -0.2 | 31.9 | -20.9 | -5.8 | -1.6 | 14.4 | -1.9 | 17.0 | -0.2
CC(C)C(OC(=O)c1ccco1)C(=O)NCc1ccccc1 (centres undefined) | -1.5 | 4.3 | 1.1 | -10.8 | -6.0 | -9.5 | 13.5 | 11.1 | -0.8
CCN(CC)S(=O)(=O)c1ccc2oc(C(=O)N3CCOCC3)c(C)c2c1 | / | 7.5 | -3.5 | / | 4.9 | 7.2 | -5.0 | -6.8 | -0.7
CCOC(=O)c1[nH]c2ccc(OC)cc2c1NC(=O)CCN1CCCC(C)C1 (centres undefined) | -3.8 | -11.7 | / | -0.4 | 12.2 | 1.9 | -9.6 | / | -0.7
Cc1ccc(SCc2[nH]nc3c2C2(C(=O)N(C)c4ccccc42)C(C#N)=C(N)O3)cc1 (centres undefined) | 0.4 | -5.4 | -3.4 | -5.2 | 11.3 | 3.8 | 11.5 | -5.3 | 1.8
CCn1c(SCC(=O)N2CC(=O)Nc3ccccc32)nnc1-c1ccoc1C | 0.4 | -24.6 | -6.6 | -1.6 | -18.2 | 8.4 | -5.9 | 9.9 | -1.0
Cc1ccc(Cl)cc1NC(=O)Cn1cc2c(n1)CCCC2 | -1.0 | -22.5 | 8.2 | 0.6 | -2.2 | 0.2 | -14.5 | 13.6 | 0.2
